ELG1 repair inh: blocks ELG1-dependent DNA repair in HEK293T cells | HEK293T ELG1-luciferase reporter, luminescence, 16 h; DNA damage induced by 5-fluorouridine | Potency, µM (titrated, usually from 46.1 µM), for the others: at the highest dose activity change, negative = inhibition, most hits filed as inhibitors | 330,000 compounds, 2.3% hits; note: potency is the fitted concentration of half-maximal effect; % is set by controls: 0 for no effect and ±100 for the full control effect; nearly all actives have a fitted effect of over 55% in size
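Overnight (16 hr) co-exposure of 2,000 cells/well to 5-fluorouridine and compound at 37 °C preceded detection. Luciferase was quantified via ONE-Glo luminescence; loss of signal denotes inhibition.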
RORg inh: inhibitors of mouse ROR gamma transcriptional activity; P51450; Drosophila S2 Gal4-RORgamma UAS-luciferase reporter, 20 h; Potency, µM (top dose mostly 53.6 µM), without a hit: at the highest dose activity change, negative = inhibition, actives largely listed as inhibitors; 310,000 compounds, 5.4% hits; AID 2551; note: potency is the fitted concentration of half-maximal effect; % is set by controls: 0 for no effect and ±100 for the full control effect; nearly all actives have a fitted effect of over 60% in size
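Stable Schneider cell line, Gal4 DNA-binding domain fused to ROR gamma, UAS-luciferase. Cmpd 1 hr RT → CuSO4 700 uM final → 20 hr RT → luciferase reagent 10 min → luminescence.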
Gal4-VP16 FLuc: Gal4-VP16 reporter inhibition counter-screen; Drosophila S2 Gal4-VP16 UAS-luciferase, luminescence, 20 h; Potency, µM (highest dose often 53.6 µM), for the others: at the top dose activity, negative = inhibition, most hits filed as inhibitors; 310,000 compounds, 3.5% hits; AID 2546;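 note: Gal4-VP16 expression switched on by copper sulfate through the metallothionein promoter; potency is the fitted concentration of half-maximal effect; % is set by controls: 0 for no effect and ±100 for the full control effect; nearly all actives have a fitted effect of over 50% in size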
KCNH2 3.1 block: KCNH2 3.1 (human) potassium channel inhibition | U2OS KCNH2 3.1, thallium flux FluxOr; hits give low values | activity change, % (tested at about 1.8 µM) | 340,000 compounds, 0.95% hits | AID 720553;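 active = maximum activity change below -70%; inconclusive = maximum activity change from -70% to -50%; inactive = maximum activity change above -50%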;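 note: thallium influx rate constant from kinetic fluorescence after stimulation buffer; % is set by controls: 0 for no effect and ±100 for the full control effect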
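FluxOr-based Tl+ influx in U2OS cells transduced with KCNH2 3.1 virus; rate constants normalized to DMSO controls.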
MBNL1 CUG block: MBNL1-poly(CUG) RNA binding inhibition; Q9NR56; TR-FRET MBNL1-His/biotin-(CUG)12 binding, 665/545 ratio; Potency, µM (doses to about 57.5 µM), without a hit: at the top dose activity change, negative = inhibition, usual class: inhibitors; 280,000 compounds, 0.036% hits; AID 2675; active = well fitted inhibition curve with a large enough effect in the signal ratio, with a control signal flat, not every such curve was filed as active; inconclusive = small, poorly fitted or top-dose-only effect, or effect the other way, or a change in a side signal; inactive = no such curve, though single readings can be large or run the other way; the % refers to the signal ratio; note: potency is the fitted concentration of half-maximal effect; % is set by controls: 0 for no effect and ±100 for the full control effect
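Inhibition of protein-RNA binding appears as loss of TR-FRET between terbium anti-His antibody on MBNL1-His and streptavidin-XL665 on biotin-(CUG)12. Activity is normalized to buffer-only and uninhibited-complex controls.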
Rab9 promoter act: activates the Rab9 promoter; 320,000 compounds, 2.8% hits; Huh7 Rab9 promoter-luciferase reporter, luminescence, 24 h; Potency, µM (titrated, usually from 9.22 µM), for the others: at the top dose activation, negative = inhibition, hits mostly activators; note: potency is the fitted concentration of half-maximal effect; % of control where 0% means no effect; nearly all actives have a fitted effect of over 60% in size
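Steps: seed 1500 Huh7 Rab9-luc cells per well, rest 2 h at 37 °C; add compound in DMSO; incubate 24 h; add luciferase reagent, 10 min ambient; read luminescence.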
Menin MLL FP TR: menin-MLL binding inhibition, Texas Red mutant peptide; AID 1768; Menin + Texas Red MLL mutant peptide, fluorescence polarization; O00255; 270,000 compounds, 0.23% hits; Potency, µM (top dose mostly 61.6 µM), for inactives: at the highest dose FP activity change, negative = inhibition, most hits filed as inhibitors; active = well fitted inhibition curve with a large enough effect in the polarisation, with a control signal flat, not every such curve was filed as active; inconclusive = small, poorly fitted or top-dose-only effect, or effect the other way, or a change in a side signal; inactive = no such curve, though single readings can be large or run the other way; the % refers to the polarisation; note: potency is the fitted concentration of half-maximal effect; % of control where 0% means no effect; many of its hits are not listed in these tables
Mito fusion act: mitochondrial division inhibition or fusion activation; 320,000 compounds, 0.23% hits; Potency, µM (series often up to 46.1 µM), for the others: top-dose growth rescue (activation), usual class: activators; S. cerevisiae fusion-defective mutant growth rescue, CellTiterGlo 48 h;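 note: potency is the fitted concentration of half-maximal effect; % of control where 0% means no effect; nearly all actives have a fitted effect of over 45% in size; temperature-sensitive fusion mutants such as fzo1-1 at 37 °C on non-fermentable ethanol glycerol medium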
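S. cerevisiae fusion-defective temperature-sensitive mutants (e.g. fzo1-1, mgm1-5) grown 48 h at 37C in YPEG (ethanol/glycerol non-fermentable) medium with 23 nl compound per well; growth rescue read as CellTiterGlo luminescence.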
PKM2 activator: PKM2 (human) enzyme activation; P14618; purified PKM2, Kinase-Glo ATP luminescence, activation; response scale: 0% is enzyme alone, no compound; Potency, µM (series often up to 57.5 µM), for the others: at the top dose activation, usual class: activators; 260,000 compounds, 0.34% hits; note: potency is the fitted concentration of half-maximal effect; % is set by controls: 0 for no effect and ±100 for the full control effect; nearly all actives have a fitted effect of over 55% in size
Target sequence (P14618 whole entry, looked up): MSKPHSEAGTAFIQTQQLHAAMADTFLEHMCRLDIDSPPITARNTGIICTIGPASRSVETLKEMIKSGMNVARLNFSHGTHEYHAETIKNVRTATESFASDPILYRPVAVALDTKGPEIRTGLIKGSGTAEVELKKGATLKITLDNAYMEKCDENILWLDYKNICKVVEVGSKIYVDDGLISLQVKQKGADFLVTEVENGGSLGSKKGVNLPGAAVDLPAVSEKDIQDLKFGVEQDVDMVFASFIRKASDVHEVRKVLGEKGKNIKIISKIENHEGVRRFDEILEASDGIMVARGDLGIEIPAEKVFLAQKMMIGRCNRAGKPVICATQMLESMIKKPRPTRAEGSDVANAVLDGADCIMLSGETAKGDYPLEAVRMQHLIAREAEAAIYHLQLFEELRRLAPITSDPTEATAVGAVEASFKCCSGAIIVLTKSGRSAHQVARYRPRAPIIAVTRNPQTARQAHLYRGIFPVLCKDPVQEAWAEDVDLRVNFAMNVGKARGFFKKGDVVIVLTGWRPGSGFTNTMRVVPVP
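hPK-M2, >95% pure; 0.1 mM ADP / 0.5 mM PEP final; imidazole pH7.2 buffer w/ 7 mM MgCl2, 50 mM KCl; 1 h RT; Kinase-Glo lum. Intermediate enzyme activity for dual inhibitor/activator qHTS.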
FLuc modulator: firefly luciferase modulation, counter-screen for miR-21 project. P08659. purified FLuc, Km substrates, luminescence inhibition. Potency, µM (series often up to 57.5 µM), for the others: at the highest dose activity change, negative = inhibition, usual class: inhibitors. 360,000 compounds, 6.9% hits. AID 588342;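 note: potency is the fitted concentration of half-maximal effect; plate controls were vehicle for no effect and reference inhibitor for full effect; nearly all actives have a fitted effect of over 55% in size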
Target sequence (P08659 whole entry, looked up): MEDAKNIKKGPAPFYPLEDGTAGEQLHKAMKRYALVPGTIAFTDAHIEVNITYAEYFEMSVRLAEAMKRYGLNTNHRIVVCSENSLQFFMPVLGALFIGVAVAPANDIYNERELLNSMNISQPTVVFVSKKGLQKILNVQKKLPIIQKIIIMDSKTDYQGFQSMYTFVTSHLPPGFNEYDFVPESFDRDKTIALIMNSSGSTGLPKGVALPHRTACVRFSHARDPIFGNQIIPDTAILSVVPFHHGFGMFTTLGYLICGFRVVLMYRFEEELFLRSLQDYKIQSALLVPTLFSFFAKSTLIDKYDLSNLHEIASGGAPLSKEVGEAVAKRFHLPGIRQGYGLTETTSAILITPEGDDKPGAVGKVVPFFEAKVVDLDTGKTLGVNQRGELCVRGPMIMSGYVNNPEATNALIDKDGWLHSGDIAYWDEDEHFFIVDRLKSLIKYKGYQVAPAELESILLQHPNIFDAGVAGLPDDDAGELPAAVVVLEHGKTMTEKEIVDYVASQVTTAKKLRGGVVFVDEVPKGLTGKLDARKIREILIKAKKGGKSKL
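Purified P. pyralis luciferase (10nM final) with 10uM D-luciferin and 10uM ATP (Km levels) in 50mM Tris acetate pH 7.5, 10mM Mg acetate, 0.01% Tween-20, 0.05% BSA; qHTS 6-point titration, ~60 µM downward; luminescence read.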
NPC1 promoter act: NPC1 promoter activation; Huh7 NPC1 promoter luciferase reporter, 24 h; Potency, µM (series often up to 9.22 µM), for the others: at the highest dose activation, hits mostly activators; 320,000 compounds, 2.4% hits;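 note: potency is the fitted concentration of half-maximal effect; % of control where 0% means no effect; nearly all actives have a fitted effect of over 60% in size; reporter is driven by a mutant NPC1 promoter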
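NPC1 promoter–luciferase Huh7 cells; 24 h compound; luminescence.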
* marks the source's active call; other numbers are inactive results; u = inconclusive; x = not tested or not shown; [ ] = remark or other dose. Unless noted, calls come from the whole dose curve; as a rule, active = well fitted curve in the direction sought with a large enough effect; inconclusive = small, poorly fitted or top-dose-only effect, or another doubt; inactive = no such curve, though single readings can be large; an effect the other way counts as inactive or inconclusive. These rows are one share of the data, so the mix of outcomes need not match the whole.

SMILES | ELG1 repair inh | RORg inh | Gal4-VP16 FLuc | KCNH2 3.1 block | MBNL1 CUG block | Rab9 promoter act | Menin MLL FP TR | Mito fusion act | PKM2 activator | FLuc modulator | NPC1 promoter act
Cc1ccc(NC(=O)CSc2nncs2)cc1Cl | u | x | x | 10.3 | x | -2.0% | x | -13.0% | x | u | -1.4%[1.84 µM]
O=C(COc1ccc2ccc(=O)oc2c1)N1CCc2ccccc21 | u | 5.1% | 19.2% | 12.3 | -3.3% | u | u | -1.3% | -4.8% | u | 1.4%
COc1ccc(NC2=NCC(=O)N2c2ccccc2)c(OC)c1 | 22.6% | 7.5% | 1.2% | 16.6 | -12.9% | 5.8% | 11.3% | 4.5% | -2.3% | 0.2% | -3.8%
CC(C)n1c(/N=C/c2c[nH]c3ccccc23)nc2ccccc21 | 0.1% | -35.1% | -2.7% | 27.1 | -2.3% | -1.5% | -3.5% | -6.9% | -0.7% | 2.69µM* | -3.1%
O=C(Cn1c2[n+](c3ccc(C(F)(F)F)cc31)CCCCC2)Nc1ccccc1 | u | 7.6%[10 µM] | -7.3% | x | x | -5.7% | -13.5% | 8.9% | 10.6% | -1.9% | 1.3%
CC(C)CN(C(=O)COC(=O)c1cccc2ccccc12)c1c(N)n(Cc2ccccc2)c(=O)[nH]c1=O | u | x | x | -9.4 | x | -4.6% | x | -4.5% | x | -1.7% | 1.7%
CCN(CC(=O)Nc1c(F)cccc1F)C(=O)CCNS(=O)(=O)c1ccc(C)c(C)c1 | 3.9% | x | x | -3.6 | x | -0.5% | x | 0.0% | x | -1.1% | -1.1%
CC(=O)c1ccc(S(=O)(=O)Nc2cccc(S(=O)(=O)NC3=NCCC3)c2)cc1 | 1.8% | 20.9% | -0.5% | 8.9 | x | -0.9% | -0.2% | -5.7% | -4.0% | 2.7% | -1.0%
Cc1cc(NC(=O)CSc2nnc(-c3ccc([N+](=O)[O-])cc3)o2)no1 | 9.7% | -35.7% | -2.3% | -11.2 | u | 13.3% | 12.5% | -4.5% | 17.6% | -1.3% | 14.2%
CN1CCc2c(OCC(=O)N3N=C(c4cccs4)CC3c3ccc(F)cc3)cccc2C1=O (stereo not given) | -14.3% | -37.1% | 0.8% | -8.2 | 17.0% | -1.6% | -15.1% | u | 2.7% | 4.4% | -1.8%
CC1Cc2ccccc2N1C(=O)COC(=O)C1(c2ccccc2F)CCCC1 (stereo not given) | x | u | -19.5% | 6.3 | 4.0% | 0.2% | 0.6% | u | -1.3% | -0.3% | -2.4%
COc1ccc(/C=N/NC(=O)c2ccc(O)cc2O)cc1CSc1ccccn1 | u | 0.0891µM* | 2µM* | -10.0 | -4.2% | 2.9% | u | 4.1% | -15.8% | 26.9µM* | 1.3%
CCN(C(=O)COC(=O)[C@H](C)N=C1NS(=O)(=O)c2ccccc21)C1CCS(=O)(=O)C1 (stereo not given in full) | 9.8% | x | x | 2.2 | x | 0.9% | x | -11.7% | x | -0.1% | -2.6%
CSc1ccc(C(=O)NC2CCSc3ccccc32)cc1 (stereo not given) | -3.3% | -10.3% | -3.4% | -27.1 | 8.0% | 13.0% | 14.7% | -19.7% | -3.2% | -5.5% | 4.0%
CCOc1cc(N2CCOCC2)c(OCC)cc1NC(=O)c1cc(-c2ccco2)nc2ccccc12 | 2.59µM* | -98.4% | u | 3.1 | -5.9% | -5.6% | 1.9% | 4.7% | 1.6% | -7.6% | -6.7%
Cc1ccc(-n2ncc3c(=O)n(CC(=O)N(C(C)C)C(C)C)cnc32)cc1 | 1.6% | 3.9% | -0.4% | 9.3 | -5.7% | -0.4% | -1.6% | -0.4% | 0.9% | -0.8% | -3.1%
CCc1cc2c(=O)[nH]c(Cc3ccc(Cl)cc3)nc2s1 | -2.9% | -0.3% | -2.6% | 2.6 | 28.3% | -2.4% | 4.9% | -2.9% | -2.1% | 5.7% | -0.8%
COc1ccc(NS(=O)(=O)c2ccc(OC)c(N(C)S(=O)(=O)c3ccc(Cl)cc3)c2)cc1 | -25.6% | u | 11.2µM* | 10.9 | -6.5% | -19.7% | 35.1%[activator] | 4.6% | -9.8% | -4.1% | -23.3%
CCCC1CCC(c2nc(-c3cccnc3)no2)CC1 (stereo not given) | u | -23.2% | -4.3% | 4.3 | -4.9% | u | 1.1% | -1.6% | -12.3% | 23.9µM* | 24.4%
Cn1c(N)c(C(=O)COC(=O)c2nc(Cl)ccc2Cl)c(=O)n(C)c1=O | 13.1% | -1.5% | -0.9% | -14.5 | 1.0% | 9.1% | -11.0% | -3.5% | -7.2% | -3.6% | -9.4%
CN(C1=C(NC(=O)c2ccc(Cl)cc2)C(=O)c2ccccc2C1=O)c1ccccc1 | u | 11.2µM* | 11.2µM* | -97.6* | u | 9.0% | -17.3% | 3.1% | -18.4% | -18.5% | 2.2%
CCN(c1cccc(C)c1)S(=O)(=O)c1cccc2nsnc12 | -10.2% | 0.8% | 0.7% | -10.4 | u | -2.6% | -14.0% | -0.2% | 0.7% | 5.6%[2.3 µM] | -3.0%
COc1ccc(-c2cc3c(=O)n(CC(=O)NCc4ccc(Cl)cc4)ncn3n2)cc1 | 27.8% | -12.1% | -10.6% | -6.4 | -1.9% | 29.0% | 2.2% | -2.6% | -0.1% | 5.8% | 10.8%
CCN1CCN(S(=O)(=O)c2ccc(Cl)c(C(=O)N(CC)Cc3ccccc3)c2)CC1 | 4.8% | x | x | -5.5 | x | -3.0% | x | -4.2% | x | 0.7% | 0.3%
Cc1ccc(S(=O)(=O)NCCC(=O)Nc2ccc(Cl)c(Cl)c2)cc1 | -29.1% | 32.3% | u | -7.2 | -14.7% | 1.1% | 25.9% | 15.5% | -0.3% | 4.9% | -4.0%
Other compounds.
SMILES | ELG1 repair inh | RORg inh | Gal4-VP16 FLuc | KCNH2 3.1 block | MBNL1 CUG block | Rab9 promoter act | Menin MLL FP TR | Mito fusion act | PKM2 activator | FLuc modulator | NPC1 promoter act
O=C(COC(=O)c1ccc2c(c1)S(=O)(=O)N=C1CCCCCN12)NCc1cccs1 | 1.9% | 1.5% | -10.4% | 11.5 | x | -2.7% | x | 3.7% | -0.4% | 6.8% | -3.4%
O=c1nc(Nc2ccccc2)sc2ccc([N+](=O)[O-])cc12 | u | 23.5% | 6.1% | 2.7 | 18.5% | -9.3% | 1.1% | -3.2% | -4.6% | -2.6% | 0.5%
O=C(CNC(=O)C1CCCCC1)Nc1cc(Cl)ccc1Cl | 0.1% | 10.6% | -3.9% | -10.0 | 7.4% | 0.2% | 0.9% | 0.6% | -2.1% | 6.2% | -3.2%
Cc1ccc(C(=O)N2CCC(C(=O)NC3CCCCCC3)CC2)cc1 | 17.4% | -21.1% | -13.9% | -19.7 | -5.4% | 10.2% | -11.8% | -2.0% | -1.5% | -0.2% | -0.2%
Cc1ccccc1Nc1nc(N)nc(CN2CCN(Cc3ccc4c(c3)OCO4)CC2)n1 | -20.1% | -23.6% | -1.9% | -2.0 | -7.2% | -5.2% | -20.0% | -0.9% | 2.2% | 1.9% | -3.8%
Cc1csc(CNc2ncnc3ccc(-c4ccc5c(c4)OCO5)cc23)c1 | -26.3% | x | x | x | x | -9.2% | x | 2.1% | x | -0.8% | -10.6%
CC(=O)N/C(=C\c1ccccc1)C(=O)OCC(=O)c1ccc(F)cc1 | 13.3% | x | x | -2.4 | x | -2.4% | x | 0.8% | x | -0.6% | -3.4%
O=C(/C=C1\NC2(CCCC2)Cc2ccccc21)N1CCOCC1 | -15.3% | -18.6% | 0.3% | -5.0 | 5.0% | -2.0% | -9.6% | -1.7% | 3.3% | -0.1% | -6.3%
COc1cc(Cl)c(C)cc1NC(=O)CSc1nnc(-c2ccco2)n1CC(C)C | u | 26.7% | -6.6% | -1.1 | 2.1% | -6.5% | 6.0% | 4.6% | 11.2% | -17.6% | -1.0%
Nc1c(S(=O)(=O)c2ccccc2)c2nc3ccccc3nc2n1C1CC1 | -3.9% | -3.4% | -4.4% | 7.6 | x | -6.8% | 3.3% | 1.2% | 6.8% | -1.3% | -10.0%
O=C(COc1cccc2cccnc12)Nc1ccccc1 | u | u | -8.9% | 9.2 | x | 3.98µM* | -8.8% | -0.5% | 11.4% | 21.3µM* | u
CCOc1ccc(/C=C/C(=O)c2ccccc2)cc1 | u | u | u | -15.1 | -0.7% | 0.794µM* | 0.9% | -7.8% | -29.9% | 0.151µM* | 1.12µM*
Cc1ccc(Sc2ncccc2C(=O)N(C)Cc2cccs2)c(C)c1 | 0.3% | -12.5% | 7.0% | 5.3 | 0.4% | 3.4% | -17.9% | u | x | -2.3% | -1.7%

Bioassay records (PubChem)
